Screens from PubChem BioAssay.
HEK293 viab – cell viability loss counter-screen. HEK-293-SNCA-luc viability, GF-AFC fluorescence, 24 h. hit rate 0.12% among 150,000. AID 1671193. Potency, µM (series often up to 57.1 µM), inactives show at the top dose activity change, negative = cytotoxicity, usual class: cytotoxic;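 also: potency is read from the fitted curve at half-maximal effect; 0% = DMSO-treated cells and -100% = medium-only wells without cells; nearly all actives have a fitted effect of over 30% in size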
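HEK-293-SNCA-luc cells (1500/well) plated 24 h, then exposed 24 h to a dilution series; GF-AFC added 30 min at 37C, fluorescence 405/540 nm; normalised to medium-only and DMSO wells, Hill fit.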
HEK cytotox – kills HEK 293 cells; HEK 293 viability, ATP luminescence (CellTiter-Glo), 48-72 h; Potency, µM (highest dose often 115 µM), inactives show at the highest dose activity change, negative = cytotoxicity, actives largely listed as inhibitors; hit rate 6.6% among 94,000; also: potency is read from the fitted curve at half-maximal effect; nearly all actives have a fitted effect of over 60% in size
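Viability of HEK 293 cells, plated at 250 cells/well, was judged by cellular ATP after compound treatment for 48 or 72 hr. Luminescence was imaged 10 min after CellTiter-Glo addition at room temperature.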
IP6K1 inhibitor – blocks human inositol hexakisphosphate kinase 1; Q92551; IP6K1 kinase, ADP-Glo luminescence, 2 h; stronger effect = lower value; activity change, % (series mostly up to about 58 µM); hit rate 0.81% among 140,000; AID 1645851; in the data active = activity change below about -25%
Target sequence (Q92551 whole entry, looked up): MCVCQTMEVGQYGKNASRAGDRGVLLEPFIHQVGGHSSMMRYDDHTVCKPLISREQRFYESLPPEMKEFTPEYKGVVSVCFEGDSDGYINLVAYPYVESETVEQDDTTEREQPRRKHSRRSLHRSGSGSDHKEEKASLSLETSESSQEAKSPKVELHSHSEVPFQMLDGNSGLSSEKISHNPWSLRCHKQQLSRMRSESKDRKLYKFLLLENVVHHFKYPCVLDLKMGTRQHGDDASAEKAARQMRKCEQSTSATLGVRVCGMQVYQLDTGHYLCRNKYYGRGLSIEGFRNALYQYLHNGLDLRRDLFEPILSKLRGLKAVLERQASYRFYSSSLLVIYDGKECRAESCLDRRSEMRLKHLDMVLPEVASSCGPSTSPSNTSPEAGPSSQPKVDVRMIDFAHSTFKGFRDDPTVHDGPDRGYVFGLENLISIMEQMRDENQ
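ADP-Glo luminescence measures ADP made by human IP6K1 during a 2 h RT reaction with ATP/IP6 (mix at 1.3 mM/130 uM); top library doses 57.5 and 19.1 uM final.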
SNCA expr inh – reduces expression of the alpha-synuclein gene | HEK-293 SNCA-luciferase knock-in, luminescence, 24 h | Potency, µM (top dose mostly 57.2 µM), for the others: at the highest dose activity change, negative = inhibition, usual class: inhibitors | hit rate 0.17% among 140,000;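 also: potency is read from the fitted curve at half-maximal effect; plate controls were DMSO cells for no effect and cell-free wells for full effect; nearly all actives have a fitted effect of over 45% in size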
FLuc inh – blocks purified firefly luciferase enzyme activity. P08659. purified P. pyralis luciferase, luminescence, biochemical. Potency, µM (titrated, usually from 115 µM), inactives show at the highest dose activity change, negative = inhibition, most hits filed as inhibitors. hit rate 2.5% among 76,000. AID 1347043; also: potency is read from the fitted curve at half-maximal effect; nearly all actives have a fitted effect of over 65% in size
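Luminescence read by CCD imager after adding enzyme (10nM final) to wells holding compound, titrated in qHTS. Substrates 10uM each D-luciferin and ATP; buffer 50mM Tris acetate pH 7.5, 10mM Mg acetate, Tween-20, BSA.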
GPT2 inh – GPT2 alanine aminotransferase inhibition. Q8TD30. Recombinant GPT2, coupled pyruvate oxidase/HRP Amplex Red fluorescence. Potency, µM (top dose mostly 57.7 µM), without a hit: at the highest dose activity change, negative = inhibition, most hits filed as inhibitors. hit rate 0.25% among 100,000. AID 1671188; also: potency is read from the fitted curve at half-maximal effect; nearly all actives have a fitted effect of over 60% in size; many of its hits are not listed in these tables
Target sequence (Q8TD30 whole entry, looked up): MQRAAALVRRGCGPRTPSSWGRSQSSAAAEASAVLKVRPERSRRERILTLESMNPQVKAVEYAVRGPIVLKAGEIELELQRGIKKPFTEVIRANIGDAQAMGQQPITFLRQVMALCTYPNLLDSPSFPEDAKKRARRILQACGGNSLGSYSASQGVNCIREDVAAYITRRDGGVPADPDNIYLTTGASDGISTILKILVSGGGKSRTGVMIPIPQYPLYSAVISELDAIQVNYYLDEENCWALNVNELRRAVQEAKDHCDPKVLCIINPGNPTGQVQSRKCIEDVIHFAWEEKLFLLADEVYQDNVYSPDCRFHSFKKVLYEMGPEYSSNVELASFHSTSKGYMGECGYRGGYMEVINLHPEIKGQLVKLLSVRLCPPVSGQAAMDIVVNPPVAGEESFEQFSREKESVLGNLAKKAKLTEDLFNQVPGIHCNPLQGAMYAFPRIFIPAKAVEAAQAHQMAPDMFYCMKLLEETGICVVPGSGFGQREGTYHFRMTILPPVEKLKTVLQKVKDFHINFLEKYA
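Fluorescence read-out: pyruvate from GPT2 turnover coupled to pyruvate oxidase, HRP and Amplex Red (0.2mM ThPP, 0.2U/mL PO and HRP, 50uM Amplex final). Substrates 250uM a-KG, 2mM L-alanine; enzyme 10ng/uL; 30 min RT.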
3T3 cytotox – NIH 3T3 cell cytotoxicity; NIH 3T3 viability, CellTiter-Glo ATP luminescence, 48-72 h; hit rate 4.3% among 94,000; AID 1345082; Potency, µM (series often up to 96.7 µM), inactives show at the highest dose activity change, negative = cytotoxicity, most hits filed as inhibitors; also: potency is read from the fitted curve at half-maximal effect; nearly all actives have a fitted effect of over 55% in size
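Cytotoxicity is measured as loss of cellular ATP: NIH 3T3 cells (400/well) are exposed to compound for 48 or 72 hr at 37 °C, then CellTiter-Glo luminescence is imaged after 10 min at room temperature.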
* = called active by the depositor; & = joins results of further samples; [ ] = another dose, or the depositor's remark. Unless noted, calls follow the shape of the dose curve; as a rule, active = well fitted curve in the direction sought with a large enough effect; inconclusive = small, poorly fitted or top-dose-only effect, or another doubt; inactive = no such curve, though single readings can be large; an effect the other way counts as inactive or inconclusive. Unless noted, % is scaled to controls: 0 for no effect and ±100 for the full control effect.

How did CCn1ccc(C(=O)N2CCC(N3C[C@H](O)C[C@H]3C(=O)NCCOC)CC2)n1 do in these assays?
HEK293 viab: 5%; HEK cytotox: inactive; IP6K1 inhibitor: 9; SNCA expr inh: -26%; FLuc inh: -2%; GPT2 inh: inactive; 3T3 cytotox: inactive

How did O=C(N[C@@H]1CN(c2ncccn2)C[C@H]1CO)c1cccc(Cl)c1 do in these assays?
HEK293 viab: inconclusive; HEK cytotox: -8%; IP6K1 inhibitor: 6; SNCA expr inh: 19%; FLuc inh: -14%; GPT2 inh: inactive; 3T3 cytotox: -15%

How did COC(=O)c1c(C)oc2ccc(N(C(=O)c3ccncc3)S(=O)(=O)c3cc(C)c(C)cc3C)cc12 do in these assays?
HEK293 viab: -3%; IP6K1 inhibitor: 4; SNCA expr inh: inconclusive

How did COc1cc(C)c(C)cc1S(=O)(=O)N1CC(C)(C)[C@@](C)(O)C1 do in these assays?
HEK293 viab: 3%; HEK cytotox: inactive; IP6K1 inhibitor: 9; SNCA expr inh: -21%; FLuc inh: -8%; GPT2 inh: inactive; 3T3 cytotox: 4%

How did C[C@@H](CN1CC(=O)NC(=O)C1)N1CC(=O)NC(=O)C1 do in these assays?
HEK293 viab: -20%; IP6K1 inhibitor: 1; SNCA expr inh: inconclusive; GPT2 inh: -25%

How did O=C(NC1CCOCC1)c1cc(-c2ccccc2F)cc2c1OCCN2Cc1cccnc1 do in these assays?
HEK293 viab: -12%; HEK cytotox: inconclusive; IP6K1 inhibitor: -12; SNCA expr inh: -7%; FLuc inh: -3%; GPT2 inh: -4%; 3T3 cytotox: -26%

Results for CC(=O)N1CCCc2cc(S(=O)(=O)N3CCN(c4ccc(F)cc4)CC3)ccc21 ?
HEK293 viab: 13%; IP6K1 inhibitor: -6; SNCA expr inh: -22%

Results for CN(C)C[C@@H]1CN(c2ccccn2)C[C@H]1NC(=O)c1cccs1 ?
HEK293 viab: -9%; HEK cytotox: 4%; IP6K1 inhibitor: 10; SNCA expr inh: -10%; FLuc inh: 1%; GPT2 inh: -1%; 3T3 cytotox: inactive

How did Cc1ccc(CC(=O)NCc2nc(-c3cccc(C)c3)no2)cc1 do in these assays?
HEK293 viab: 10%; IP6K1 inhibitor: -15; SNCA expr inh: 22%

What do the screens show for `CNC(=O)c1cc(C2CC2)nc2c1c(C1CCCN(C(=O)c3ccccc3C)C1)nn2C` (configuration not stated)?
HEK cytotox: -16%; IP6K1 inhibitor: 4; 3T3 cytotox: -15%

How did Cc1ccc(C(=O)N2CCC(n3cnnc3-c3ccccc3)CC2)cc1F do in these assays?
HEK293 viab: 3%; HEK cytotox: -14%; IP6K1 inhibitor: -8; SNCA expr inh: 9%; FLuc inh: -14%; GPT2 inh: -9%; 3T3 cytotox: 3%

Results for CCCn1cnc2c(NCc3ccccc3)nc(N[C@H](CC)CO)nc21 ?
HEK293 viab: -9%; IP6K1 inhibitor: 3; GPT2 inh: inactive

How did COc1ccc(Cl)cc1N(C)C(=O)Cn1cnc2sc(C)c(S(=O)(=O)N3CCN(c4ncccn4)CC3)c2c1=O do in these assays?
HEK293 viab: -10%; IP6K1 inhibitor: -5; SNCA expr inh: 11%

Results for COc1ccccc1/C=C/c1nc2ccccc2n1C(C)C ?
HEK293 viab: -2%; IP6K1 inhibitor: -14; SNCA expr inh: 65%[activator]

Results for CCc1nn2c(=O)c(S(=O)(=O)Nc3ccc(C(C)C)cc3)c(C)nc2s1 ?
HEK293 viab: 9%; IP6K1 inhibitor: -9; SNCA expr inh: -14%

How did CN1CC[C@H]2CN(C(=O)C3(Cn4ccnc4)CC3)C[C@@]2(C(=O)O)C1 do in these assays?
HEK293 viab: 1%; HEK cytotox: inactive; IP6K1 inhibitor: -7; SNCA expr inh: 2%; FLuc inh: -11%; GPT2 inh: -7%; 3T3 cytotox: 2%

How did CCc1cc(NCCc2nc(C)cs2)n2nccc2n1 do in these assays?
HEK293 viab: 6%; HEK cytotox: 1%; IP6K1 inhibitor: 10; SNCA expr inh: 8%; FLuc inh: -1%; GPT2 inh: 2%; 3T3 cytotox: -11%

Results for COc1ccc(-c2noc([C@@H]3CCCN3C(=O)c3ccc(C)nc3)n2)cc1 ?
HEK293 viab: inconclusive; HEK cytotox: inconclusive; IP6K1 inhibitor: 4; SNCA expr inh: inconclusive; FLuc inh: -9%; GPT2 inh: 0%; 3T3 cytotox: -28%

Results for CCc1nc(C)c(C(=O)N2CCN3C(=O)CNC(=O)C3C2)s1 (configuration not stated) ?
HEK293 viab: 11%; HEK cytotox: -10%; IP6K1 inhibitor: 6; SNCA expr inh: -14%; FLuc inh: -2%; GPT2 inh: inactive; 3T3 cytotox: -14%

Results for COc1cc2c(cc1-c1cccc(C(F)(F)F)c1)OCC(C)(C)CC2CO (configuration not stated) ?
HEK cytotox: 32µM*; IP6K1 inhibitor: -10; 3T3 cytotox: 28µM*

What do the screens show for `COc1nc2ccc(Br)cc2cc1[C@@H](c1ccccc1)[C@@](O)(CCN(C)C)c1cccc2ccccc12`?
HEK293 viab: -15%; IP6K1 inhibitor: -7; GPT2 inh: 1%

Results for COc1ccc(Cl)cc1C(=O)NCc1nnc2c(-c3nc(C(C)C)no3)cccn12 ?
HEK293 viab: 4%; HEK cytotox: inactive; IP6K1 inhibitor: -1; SNCA expr inh: 0%; FLuc inh: 8%; GPT2 inh: -22%; 3T3 cytotox: -6%

What do the screens show for `Cc1oc(-c2ccc(C(=O)Nc3ccc(F)cc3)cc2)nc1COc1ccccc1`?
HEK293 viab: 3%; IP6K1 inhibitor: 42; SNCA expr inh: 14%

How did CCOc1ccccc1-c1noc(CSc2nnc(-c3ccncc3)n2-c2ccc(F)cc2)n1 do in these assays?
HEK293 viab: -7%; IP6K1 inhibitor: 3; SNCA expr inh: -13%

3 successive records from above, quoted:
How did COc1ccc(Cl)cc1N(C)C(=O)Cn1cnc2sc(C)c(S(=O)(=O)N3CCN(c4ncccn4)CC3)c2c1=O do in these assays?
HEK293 viab: -10%; IP6K1 inhibitor: -5; SNCA expr inh: 11%

Results for COc1ccccc1/C=C/c1nc2ccccc2n1C(C)C ?
HEK293 viab: -2%; IP6K1 inhibitor: -14; SNCA expr inh: 65%[activator]

Results for CCc1nn2c(=O)c(S(=O)(=O)Nc3ccc(C(C)C)cc3)c(C)nc2s1 ?
HEK293 viab: 9%; IP6K1 inhibitor: -9; SNCA expr inh: -14%

Next section
Results for CCc1ccc(CN2CCN(c3ccc(C(N)=O)cn3)CC2)nc1 ?
HEK293 viab: inconclusive; HEK cytotox: inconclusive; IP6K1 inhibitor: 7; SNCA expr inh: -2%; FLuc inh: -25%; GPT2 inh: -6%; 3T3 cytotox: inconclusive

What do the screens show for `COc1ccc(CNC(=O)CC2Oc3ccc(C)cc3NC2=O)cc1` (configuration not stated)?
HEK293 viab: inconclusive; IP6K1 inhibitor: -22; SNCA expr inh: -15%

Results for COC[C@H]1NC(=O)CC[C@H]1C(=O)NCCCc1ccccc1 ?
HEK293 viab: 1%; HEK cytotox: inconclusive; IP6K1 inhibitor: 0; SNCA expr inh: 23%; FLuc inh: -9%; GPT2 inh: inactive; 3T3 cytotox: inconclusive

Results for COc1cccc(C(=O)N2CCC(N(C3CCOCC3)S(C)(=O)=O)CC2)c1 ?
HEK293 viab: 12%; HEK cytotox: -27%; IP6K1 inhibitor: -7; SNCA expr inh: -20%; FLuc inh: 11%; GPT2 inh: inactive; 3T3 cytotox: inactive

What do the screens show for `O=C(Nc1ccc(F)cc1)N1CCN(C(=O)c2nsc3ccccc23)CC1`?
HEK293 viab: -15%; IP6K1 inhibitor: 1; SNCA expr inh: 12%

How did CN1CCN(c2cccc(Nc3nc4c(-c5ccc(S(C)(=O)=O)cc5)cccn4n3)c2)CC1 do in these assays?
HEK293 viab: 22%&-10%; IP6K1 inhibitor: -11; SNCA expr inh: 11%; GPT2 inh: inactive

What do the screens show for `CCNC(=O)N1CCC2(CC1)SCC(=O)N2c1ccc(F)cc1`?
HEK293 viab: 6%; HEK cytotox: -10%; IP6K1 inhibitor: 1; SNCA expr inh: -19%; FLuc inh: -9%; GPT2 inh: -35%; 3T3 cytotox: -20%

Results for COc1ccc(Cl)cc1NC(=O)c1nn(-c2ccc(C)cc2)c(=O)n(C)c1=O ?
HEK293 viab: 7%; IP6K1 inhibitor: 8; SNCA expr inh: 15%

How did Cc1ccc(-c2nnc(Nc3ccc(O)cc3)c3ccccc23)cc1S(=O)(=O)NCc1nc2ccccc2[nH]1 do in these assays?
HEK293 viab: 2%; IP6K1 inhibitor: 19; SNCA expr inh: inconclusive

How did C=CCNC(=O)Cn1nc2c(cc1=O)CCCCC2 do in these assays?
HEK293 viab: -4%; HEK cytotox: -8%; IP6K1 inhibitor: 19; SNCA expr inh: -5%; FLuc inh: -6%; GPT2 inh: inactive; 3T3 cytotox: inactive

How did O=c1cc(N2CCOCC2)oc2c(-c3cccc(F)c3)nccc12 do in these assays?
HEK293 viab: 0%[87.6 µM]; HEK cytotox: inconclusive; IP6K1 inhibitor: -12; SNCA expr inh: 8%[87.6 µM]; FLuc inh: -2%[172 µM]; GPT2 inh: 4%[88.5 µM]; 3T3 cytotox: inconclusive

What do the screens show for `COc1cccc(CC(=O)NCCn2ccn3nc(-c4ccc(C)c(C)c4)cc3c2=O)c1`?
HEK293 viab: -12%; HEK cytotox: 79µM*; IP6K1 inhibitor: -10; SNCA expr inh: 36%[activator]; FLuc inh: 13µM*; GPT2 inh: -3%; 3T3 cytotox: inconclusive

How did CCN1c2cc(C(=O)Nc3cccc(Br)c3)ccc2C(=O)N2CCCCCC21 (configuration not stated) do in these assays?
HEK293 viab: 21%[12.5 µM]; HEK cytotox: 18µM*; IP6K1 inhibitor: -4; SNCA expr inh: inconclusive; FLuc inh: -5%; GPT2 inh: inactive; 3T3 cytotox: 28µM*

What do the screens show for `O=C(NCc1cccs1)c1noc(-c2ccc(F)cc2)n1`?
HEK293 viab: 4%; HEK cytotox: inconclusive; IP6K1 inhibitor: -12; SNCA expr inh: 60%[activator]; FLuc inh: inconclusive; GPT2 inh: inactive; 3T3 cytotox: inconclusive

What do the screens show for `COc1ccc(CNC(=O)N2CCCCC2c2noc(COc3ccc(C)cc3)n2)cc1` (configuration not stated)?
HEK293 viab: -8%; HEK cytotox: inconclusive; IP6K1 inhibitor: -9; SNCA expr inh: 46%[activator]; FLuc inh: -8%; GPT2 inh: 3%; 3T3 cytotox: inconclusive

How did O=C(NCCN[S+](=O)([O-])c1cccs1)c1cccc(-c2ccsc2)c1 do in these assays?
HEK293 viab: 2%; HEK cytotox: inconclusive; IP6K1 inhibitor: -4; SNCA expr inh: 20%; GPT2 inh: inactive; 3T3 cytotox: inconclusive
